SENP8 inh: blocks human SENP8 cleavage of Nedd8 substrate; Q96LD8; recombinant SENP8, Nedd8 substrate fluorescence; inhibition, % at 20 µM; 360,000 tested, 0.64% active; AID 602440; in the data active = inhibition mostly above about 40%, no sharp cut-off; inactive = mostly below about 27%
Target sequence (Q96LD8 whole entry, looked up): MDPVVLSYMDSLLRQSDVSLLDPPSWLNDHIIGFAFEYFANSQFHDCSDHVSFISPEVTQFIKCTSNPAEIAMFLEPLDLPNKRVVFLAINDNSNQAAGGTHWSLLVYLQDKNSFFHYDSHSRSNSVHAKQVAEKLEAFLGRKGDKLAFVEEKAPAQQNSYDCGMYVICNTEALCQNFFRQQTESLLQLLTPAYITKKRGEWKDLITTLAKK
SENP1 FRET inh: blocks the human SENP1 SUMO protease catalytic domain | Q9P0U3 | recombinant SENP1 catalytic domain, CyPet-SUMO1-YPet FRET cleavage | inhibition, % at 10 µM | 360,000 tested, 0.21% active | AID 624204;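 active = inhibition at least 30% at 10 µM, raw YFP signal under a set limit, fluorescence ratio 0.5 to 1.5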;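 also: 0% = enzyme with DMSO and 100% = no enzyme wells; some results filed as inactive read as strong as hits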
Target sequence (Q9P0U3 419-644 limits assumed): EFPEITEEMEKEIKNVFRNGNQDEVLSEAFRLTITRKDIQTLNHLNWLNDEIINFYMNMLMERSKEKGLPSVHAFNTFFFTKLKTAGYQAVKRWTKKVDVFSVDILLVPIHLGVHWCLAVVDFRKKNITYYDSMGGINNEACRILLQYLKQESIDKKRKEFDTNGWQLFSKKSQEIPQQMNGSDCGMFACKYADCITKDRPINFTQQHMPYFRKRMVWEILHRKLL
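Test system: hSENP1 catalytic domain, recombinant; Amount: 20 pM final SENP1 enzyme; Medium: Tris pH 8 buffer plus EDTA, NaCl, BME, BSA, NP40, catalase; Schedule: 50 min enzyme reaction, room temperature, light-protected; Technique: FRET fluorescence in CFP and YFP emission channels; Controls: no-enzyme wells low, DMSO-plus-enzyme wells high control.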
MPTP block: permeability transition pore inhibition. isolated mouse mitochondria, Ca2+ swelling absorbance, 30 min. inhibition, % at 10 µM. 360,000 tested, 1.4% active. AID 602449;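 active = inhibition of 50% or more, scaled per plate between neutral and stimulator controls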;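 also: 0% = DMSO wells given calcium and 100% = 1 mM EGTA wells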
* marks the source's active call; other numbers are inactive results.

Values run as follows: SENP8 inh	MPTP block	SENP1 FRET inh
1. CCN1C(=O)N2C[C@H]3CON(C)[C@H]3C[C@H]2c2ccccc21
→ 1.2	-2.2	-1.5
2. COc1ncc(-c2c(-c3ccccc3OC)sc3ccccc23)cn1
→ -39.1	0.0	-32.1
3. O=S1(=O)C[C@@H](N2CCN(CC3CC3)CC2)[C@H](COCc2ccccc2)N1
→ 9.2	0.4	-0.8
4. OC(c1ccccc1)c1nc(/C=C/c2ccccc2)cs1 (stereo not given)
→ 1.2	-0.4	0.0
5. COc1ccc(NC(=O)C2(C)CCN2C2Cc3ccccc3C2)cc1OC (stereo not given)
→ 15.3	-0.9	-2.4
6. Nc1ccn(C2C=CC(CO)O2)c(=O)n1 (stereo not given)
→ 8.3	-1.5	-0.1
7. COc1cccc(NC(=O)C2(C)CCN2Cc2ccc3ccccc3c2)c1 (stereo not given)
→ 19.2	2.0	-1.7
8. COc1cc(NC(=O)c2ccc(-c3cccnc3)c3ccoc23)cc(OC)c1OC
→ -21.0	-1.0	0.7
9. O=C(Nc1nnc([C@@H]2C[C@H](O)[C@@H](CO)O2)s1)c1cccs1
→ 0.8	-1.5	1.4
10. CSc1ccc(CN2CCC(C)(Oc3cccc(F)c3)C2)cc1 (stereo not given)
→ 14.0	1.8	2.5
11. COc1ccc(NC(=O)c2cc(-c3cc(F)ccc3OC)n[nH]2)c(C)c1
→ 6.9	0.9	-2.2
12. C=CCC[C@@H](CCCCC)OC(=O)/C=C/[C@@H](O)[C@H](O)C[C@H](O)CC=C
→ 6.5	0.3	-1.9
13. CCc1nc2c(OCc3c(C)noc3C)cccn2c1N(C)C(=O)c1ccccc1F
→ 3.1	-0.5	0.6
14. CCCC[C@@H]1CC2=C(C(=O)OC(C)(C)O2)[C@H](c2ccc(C(C)C)cc2)O1
→ 12.4	-0.4	0.3
15. CC(C)(C)NC(=O)C(c1cc2ccccc2o1)n1c(=O)c(-c2ccccc2)nc2ccccc21 (stereo not given)
→ -380.1	3.1	-5.0
16. CN(C)Cc1csc(Nc2ccc(C(=O)c3ccccc3)cc2)n1
→ -294.2	1.1	-8.1
17. CN(CCc1ccccc1)C(=O)c1[nH]c(C(F)(F)F)nc1-c1ccccc1
→ 15.5	-1.2	0.9
18. COCC(=O)N[C@H]1CC[C@@H](CC(=O)OC)O[C@@H]1CO
→ 15.2	-0.9	2.4
19. c1ccc2c(-c3cnc4cccnn34)cncc2c1
→ -461.8	0.7	1.1
20. COc1cccc(C(C)(O)c2nc(-c3cccc(NC(C)=O)c3)cs2)c1 (stereo not given)
→ 4.4	9.3	-0.1

The list continues:
Values run as follows: SENP8 inh	MPTP block	SENP1 FRET inh
21. CN(Cc1ccccc1)C(c1ccnc2ccccc12)c1nnnn1-c1ccc2c(c1)OCCO2 (stereo not given)
→ 21.2	-1.2	2.1
22. COc1ccc(CN2C(=O)C(CC(=O)NCCc3ccccn3)CC(C(=O)N3CCOCC3)=C2C)cc1 (stereo not given)
→ 20.6	1.8	1.7
23. COc1ccccc1Cc1c(-c2ccc(C#N)cc2)nc2ccc(C)cn12
→ -388.8	-1.1	9.7
24. CC(C)Oc1cc(F)ccc1-c1cc(C(=O)NC2CCCCC2)[nH]n1
→ 9.3	1.3	-0.8
25. COc1ccc(C(=O)c2[nH]c(N)c(C(=O)NCCc3c[nH]c4ccccc34)c2-c2ccc(OC)c(OC)c2)cc1
→ -6.5	0.8	-6.9
26. CC(=O)N1CCCC(C)(C(=O)N(C)Cc2cccc3ccccc23)C1 (stereo not given)
→ 17.9	-0.5	2.2
27. Cc1ccc(-c2cnc(C(O)c3ccc(Cl)c(Cl)c3)[nH]2)cc1 (stereo not given)
→ -0.3	8.7	-1.3
28. COc1ccc(C2=Nc3ccccc3N(C(=O)c3ccncc3)C2C(=O)NC(C)C)cc1 (stereo not given)
→ -179.8	1.0	-11.5
29. CC1(Cc2ccccc2C#N)C(=O)Nc2ccc(-c3ccc4[nH]ccc4c3)cc21 (stereo not given)
→ -22.6	0.1	-7.3
30. Cc1ccc(Cc2c(-c3cccc(Br)c3)nc3c(Cl)cc(C(F)(F)F)cn23)cc1
→ -24.5	3.2	-5.4
31. CCOC1=C2[C@H](c3ccccc3)N(S(=O)(=O)c3ccc(C)cc3)[C@H](C(C)C)[C@H]2n2c(=O)n(-c3ccccc3)c(=O)n2C1
→ 11.0	0.2	1.1
32. CCCS(=O)(=O)NC(=O)C1(C)CCN(C(=O)c2ccc(OC)cc2OC)C1 (stereo not given)
→ 24.7	-0.8	1.6
33. CCc1nc2c(OCc3ccc(C(F)(F)F)cc3)cccn2c1N(C)C(=O)c1ccncc1
→ 10.3	0.9	0.3
34. NC(=O)c1c(N)[nH]c(C(=O)c2ccccc2)c1-c1ccncc1
→ -43.7	0.1	2.7
35. CCCNC(=O)C1(C)CCCN(C(=O)c2cc(C)nn2C(C)(C)C)C1 (stereo not given)
→ 16.5	0.8	0.3
36. CN(Cc1ccccc1)C(=O)c1ccc(Nc2nc(CN)cs2)nc1
→ -82.0	0.0	-10.3
37. NC(Cc1ccc(F)cc1)c1csc(Nc2cc(NCc3ccco3)ncn2)n1 (stereo not given)
→ -3.7	1.6	-19.3
38. CCc1nc2ccc(C(=O)NCCN3CCNC3=O)cn2c1N(CC)Cc1cccc(Br)c1
→ 22.4	-0.3	-1.9
39. Cc1ccc(OCc2nc3ccccc3n2C(C)C(=O)Nc2c(C)cccc2C)cc1 (stereo not given)
→ 1.5	1.2	-8.2
40. COc1cc(OC)cc(C2=Cc3ccccc3C(CC(=O)c3ccco3)N2c2ccc(-c3cncnc3)cc2)c1 (stereo not given)
→ -144.7	-1.8	-0.4

(cont.)
Values run as follows: SENP8 inh	MPTP block	SENP1 FRET inh
41. COC(=O)[C@@]12C[C@@H](CC(=O)N3CCCCC3)C(=O)N(Cc3ccccc3)C1=CCC(C)(C)C2
→ 14.6	0.9	0.0
42. O=C(NCC1CC1)c1csc(COCCO)n1
→ 12.2	1.0	1.4
43. CCOC(=O)C1=C[C@@H](C(C)(C)C)N(S(=O)(=O)c2ccc(C)cc2)[C@H]1c1ccccc1Cl
→ 9.8	-0.3	-0.3
44. CC(C)S(=O)(=O)NC(=O)C1(C)CCN1C(=O)Cc1ccccc1Cl (stereo not given)
→ 18.3	0.6	1.1
45. COc1cc(CN2C[C@@H](CO)O[C@@H](n3cnc4c(N(C)C(C)C)ncnc43)C2)cc(OC)c1OC
→ 7.1	-0.1	2.3
46. CCc1ccc([C@@H]2CC(=O)[C@@H]3CN(S(=O)(=O)c4ccc(Cl)cc4)[C@H](c4ccc(C)cc4)C[C@@H]3N2S(=O)(=O)c2ccc(C)cc2)cc1
→ 20.6	1.3	-1.1
47. COc1cc(NC(=O)C2(C)CCCN2C(=O)C(C)C)cc(OC)c1OC (stereo not given)
→ 12.0	0.1	1.1
48. CN(C)c1ccc(-c2ccnc3c2CC(C)(C(=O)Nc2ccccc2)O3)cc1 (stereo not given)
→ -496.1	-0.7	0.0
49. CCc1nc2c(OCc3ccc(Cl)cc3)cccn2c1N(C)C(=O)c1ccncc1
→ 1.9	-1.1	-2.0
50. CSc1ccc(OC2(C)CCN(Cc3ccc(OC(C)C)cc3)C2)cc1 (stereo not given)
→ 19.3	1.1	-0.3
51. C=CCNc1ncnc2c1ncn2[C@H]1CN(Cc2cc(OC)c(OC)c(OC)c2)C[C@@H](CO)O1
→ 11.1	-0.2	2.7
52. CC(C)C(=O)N1CCC1(C)C(=O)Nc1ccc2[nH]ccc2c1 (stereo not given)
→ 8.1	-1.2	0.2
53. c1ccc(CNc2nc(NCCc3ccncc3)c3sccc3n2)cc1
→ -31.8	3.7	2.3
54. CC(C)NC(=O)c1ccc2sc([C@@H]3O[C@H](CO)[C@H](O)[C@H](O)[C@H]3O)nc2c1
→ 13.6	-0.1	1.2
55. COc1ccc2c(c1)[C@]1(C[C@H](O)CO1)C(=O)N2C
→ 19.7	0.3	1.2
56. CC(=O)Nc1cncc(-c2ccc(CN(C)C)cc2)n1
→ -34.2	-0.7	-1.1
57. COCCNC(=O)C1Cc2c(-c3cccc(NC(C)=O)c3)ccnc2O1 (stereo not given)
→ 0.0	1.0	-0.1
58. COc1ccc(CNC(=O)c2sc(=O)n(Cc3ccc(C)cc3)c2C)cc1
→ 8.8	0.3	1.6
59. COc1cccc(CNc2nc3cc(-c4ccccc4C)sc3c(=O)n2C)c1
→ -21.0	1.2	2.9
60. CCc1nc2c(OCC(=O)c3ccc(F)cc3)cccn2c1N(C)C(=O)c1ccc(OC)cc1
→ 10.4	0.9	-2.3

The list continues:
Values run as follows: SENP8 inh	MPTP block	SENP1 FRET inh
61. COc1cc(OC)nc(Nc2nc(C(N)Cc3ccc(F)cc3)cs2)n1 (stereo not given)
→ 18.0	1.6	-0.1
62. C=C1C[C@@H]2C[C@@H]2CN(S(=O)(=O)c2ccc(C)cc2)[C@@H]1c1ccco1
→ 18.1	0.9	-7.7
63. OC1c2cc(Cl)cc(Cl)c2N=C2CCCN21 (stereo not given)
→ -376.4	-1.0	-3.2
64. O=C(NCc1cccc(C(F)(F)F)c1)c1ccc2sc(COCCO)nc2c1
→ 1.3	-0.2	-4.8
65. CC1(C(=O)NS(=O)(=O)c2ccccc2)CCN1C(=O)CC1CCCCC1 (stereo not given)
→ -0.3	0.0	2.8
66. O=C(C[C@@H]1C=C[C@@H](NC(=O)c2cccnc2)[C@@H](CO)O1)NCc1ccncn1
→ 11.3	-3.1	2.2
67. CCc1nc2ccc(C(=O)NCCc3ccccn3)cn2c1N(CCC(C)C)CCN(C)C
→ -13.0	0.6	-38.8
68. O=C1NC[C@@H](CCCCN2C[C@H](Cc3ccc(O)cc3)N(CCc3ccccc3)C(=O)C2=O)N(CCc2ccc(O)cc2)C1=O
→ 13.0	-1.4	1.4
69. Cc1ccc(S(=O)(=O)N2C[C@H]3C(=O)C[C@@H](c4ccccc4C)N(S(=O)(=O)c4ccc(C)cc4)[C@H]3C[C@H]2c2ccccc2)cc1
→ 4.1	1.2	0.4
70. CCC(C(=O)NC1CCCC1)n1c(-c2ccncc2)nc2ccccc21 (stereo not given)
→ -24.8	0.0	-1.0
71. CC(C)NC(=O)N1Cc2cc(C(=O)NC3CCC3)nc(-c3cccc(-c4cncnc4)c3)c2[C@H]1CCO
→ 14.2	-1.0	0.4
72. O=C(NC(c1ccc(-c2ccccc2)cc1)c1cnccn1)C1CCN(CCOc2ccc(Cl)cc2Cl)CC1 (stereo not given)
→ -3.9	0.1	-17.9
73. CC(=O)NC(C)(c1ccccc1)c1nc(-c2cccc(C(F)(F)F)c2)cs1 (stereo not given)
→ 15.9	0.4	0.7
74. CCc1ccc(C(O)c2ncc(-c3cccc(F)c3)[nH]2)cc1 (stereo not given)
→ 4.5	1.3	-0.8
75. CCOC(=O)C[C@@H](C#N)NC(=O)[C@@H]1CCCN1C(=O)[C@@H](NC(=O)c1ccc(N)c(Cl)c1)C(C)(C)C
→ -4.6	-1.2	0.2
76. Cn1ccc2c(-c3cncc4ccccc34)cc3c(c21)C1CCC3C1 (stereo not given)
→ -278.2	-1.2	2.2
77. COc1ccc(NC(=O)C(c2ccc(C#N)cc2)n2c(=O)c(-c3ccco3)nc3ccccc32)cc1 (stereo not given)
→ -155.3	-0.2	-2.5
78. CCCS(=O)(=O)NC(=O)C1(C)CCN(C(=O)Cc2ccc(OC)c(OC)c2)C1 (stereo not given)
→ 0.3	-2.3	1.7
79. Oc1ccc(F)c(CN2CCN(c3ncc(Cc4ccccc4)cn3)CC2)c1
→ 17.7	1.7	4.7
80. Cc1cc(Br)cn2c(Cc3ccccc3)c(C3CCCCC3)nc12
→ 1.2	2.3	-6.2

The list continues:
Values run as follows: SENP8 inh	MPTP block	SENP1 FRET inh
81. COCCNC(=O)C1(C)CCCN(CCSc2ccccc2)C1 (stereo not given)
→ 17.2	-0.8	0.5
82. COC(=O)[C@]12CCCCC=C1N(Cc1ccco1)C(=O)[C@H](CC(=O)NCC13CC4CC(CC(C4)C1)C3)C2
→ 10.9	-2.3	-1.5
83. O=C(CC[C@H]1O[C@@H](n2ccc(=O)[nH]c2=O)[C@H](O)[C@@H]1O)N[C@H](Cc1ccccc1)C(=O)NCC1CCCO1 (stereo not given in full)
→ 33.0	-0.5	0.0
84. COc1ccc(CN2C(=O)CCC2(C)c2nnnn2-c2ccc3c(c2)OCCO3)cc1OC (stereo not given)
→ 12.5	-1.0	0.9
85. O=NN(C(=O)NC1CCC(C(=O)O)CC1)C1CCC(C(=O)O)CC1 (stereo not given)
→ 5.6	-0.1	0.2
86. Cc1nc2ccc(C(=O)NCCCN3CCCC3=O)cn2c1N(C)C(=O)CCc1ccccc1
→ -21.2	9.6	1.6
87. OCCN1CCN(c2ncnc3c2ncn3[C@H]2CN(Cc3ccc4c(c3)OCO4)C[C@@H](CO)O2)CC1
→ 0.9	0.9	1.5
88. CC1(C(=O)NS(=O)(=O)C2CC2)CCN(C(=O)c2ccc3c(c2)OCO3)C1 (stereo not given)
→ 8.0	-0.6	3.0

Source: PubChem (Sanford-Burnham Center for Chemical Genomics)

Not all compounds are listed (hit frequency here may not be typical).
